High-throughput results from PubChem.
BAP1 block – blocks human BAP1 ubiquitin-AMC hydrolysis; Q92560; recombinant BAP1, Ub-AMC hydrolysis fluorescence kinetic; active compounds read low; activity remaining (% of control), % at 20 µM; actives 0.48% (n = 72,000); AID 436;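 active = activity remaining at or below 50% of control, provided the compound also passes the data quality filters; inactive = the rest, including low values that fail the filters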;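 note: 100% = DMSO wells rate and 0% = substrate alone blank rate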
HePTP inh – inhibitors of human HePTP phosphatase; P35236; recombinant HePTP phosphatase activity, OD absorbance; inhibition, % at 20 µM; actives 0.64% (n = 110,000); AID 521; in the data active = inhibition above about 50%;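 note: plate controls were vehicle for no effect and reference inhibitor for full effect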
Target sequence (P35236 whole entry, looked up): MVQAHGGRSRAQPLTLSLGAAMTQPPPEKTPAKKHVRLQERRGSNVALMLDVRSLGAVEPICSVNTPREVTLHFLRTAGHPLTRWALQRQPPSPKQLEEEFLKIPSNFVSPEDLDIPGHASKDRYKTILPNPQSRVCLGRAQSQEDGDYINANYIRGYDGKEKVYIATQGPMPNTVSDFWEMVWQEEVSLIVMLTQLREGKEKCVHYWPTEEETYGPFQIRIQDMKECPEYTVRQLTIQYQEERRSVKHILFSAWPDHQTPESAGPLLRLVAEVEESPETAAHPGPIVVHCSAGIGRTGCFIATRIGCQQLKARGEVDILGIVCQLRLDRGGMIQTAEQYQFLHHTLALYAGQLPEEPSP
* marks the source's active call; other numbers are inactive results; nt = no result given; & = joins results of further samples. Outcome played no part in choosing rows (roughly 0.7% active in at least one column).

Molecule	BAP1 block	HePTP inh
CC[C@H](C)C(=O)O[C@H]1C[C@@H](C)C=C2C=C[C@H](C)[C@H](CC[C@@H]3C[C@@H](O)CC(=O)O3)[C@H]21	141	11
CC(=O)Nc1cccc(OC(=O)c2ccoc2C)c1	71	-3
CC1(C)CC(=O)C2=C(C1)NC(SCc1ccccc1)=C(C#N)C2c1ccc(Cl)cc1 (stereo not drawn)	nt	-22
CC1=Nc2ccccc2NC(=O)C1Sc1nnc(C)s1 (stereo not drawn)	120	3
COC(=O)CC1SC(=O)NC1=Nc1ccc(C)cc1 (stereo not drawn)	113	-4
CC(C)OC(=O)CSc1nnc(-c2ccc(Cl)cc2)n1N	nt	1
O=C(O)CSCCC(=O)Nc1ccc(F)cc1	105	7
CCCCn1c(CNC(=O)CCC)nc2ccccc21	88	7

Molecule	BAP1 block	HePTP inh
Cc1cccc(OCC(=O)Nc2ccc(Nc3ccccc3)cc2)c1	nt	6
O=C(Nc1ccc2nc(SCc3ccccc3)sc2c1)c1ccccc1C(=O)N1CCOCC1	nt	8
Cc1cc(C)nc(/N=c2/ssnc2Cl)c1	96	-8
CCOC(=O)CCNc1n[nH]c(=O)[nH]c1=O	75	9
CC1=C(C(=O)Nc2ccccc2)C(c2ccc(C)o2)NC(=S)N1 (stereo not drawn)	nt	4
CCC(C)NC(=O)CN(c1ccc(OC)cc1)S(=O)(=O)c1ccc(NC(C)=O)cc1 (stereo not drawn)	88	7
COc1ccc(N2CCN(S(=O)(=O)c3ccc(C(=O)NCc4ccco4)cc3)CC2)cc1	79	11
CCc1nnc(NC(=O)c2cccc(OC)c2)s1	nt	3

Molecule	BAP1 block	HePTP inh
COc1cc(OC)cc(C(=O)N(C(=O)c2cc(OC)cc(OC)c2)c2ncccc2C)c1	131	4
O=C(Nc1ccc(S(=O)(=O)NC(=O)C2CCCCC2)cc1)c1cccc(Br)c1	nt	-8
CCN(CC)CCCNS(=O)(=O)c1ccc(OC)cc1	96	13&6
CC(=O)c1c(C(C)=O)c(C)n(Cc2ccccc2)c1C	97	3
CC(C)NS(=O)(=O)c1ccc(Br)cc1	nt	-10
COc1cc(C2C(C#N)=C(N)Oc3cc(C)n(CCc4ccccc4)c(=O)c32)cc2c1OCO2 (stereo not drawn)	110	5
CCCCOP(=O)(c1ccc(N(C)C)cc1)C(O)c1ccncc1 (stereo not drawn)	103	10
COc1ccc(CN2CCN(C(=O)CC(C)C)CC2)cc1OC	90	2

Molecule	BAP1 block	HePTP inh
N#CC1=C(N)Oc2n[nH]c(-c3ccncc3)c2C1c1ccsc1 (stereo not drawn)	95	-6
Cc1nn(-c2ccccc2)c(Cl)c1C(=O)Nc1nnc(C2CCCC2)s1	78	5
COCc1c(C(=O)OCC(=O)c2c(N)n(CC(C)C)c(=O)n(C)c2=O)oc2ccccc12	nt	0
c1ccc2cc(Cn3cnc4ccccc43)ccc2c1	nt	8
CCOc1cc(/C=C2\C=C(c3ccc(Br)cc3)OC2=O)ccc1OC(C)=O	nt	7
COC(=O)c1c(C)oc2ccc(OC(C)=O)cc12	nt	0
O=C(Cc1ccccc1)Nc1ccc(-c2nc3ccccc3[nH]2)cc1	79	8
Cc1nc2cc(NC(=O)Nc3nccs3)ccc2n1C	163	10

Molecule	BAP1 block	HePTP inh
Cc1cc(NC(=O)c2noc3c2CCCC3)no1	99	-7
CCS(=O)(=O)C(=C(Nc1ccc(OC)cc1)Nc1ccc(OC)cc1)S(=O)(=O)CC	nt	4
COc1ccc(CNC(=O)CS(=O)Cc2nc(-c3ccccc3C)oc2C)cc1 (stereo not drawn)	95	3
COC(=O)c1cn(CCOc2ccccc2)c2ccccc12	76	6
COc1ccc2cc(CCNC(=O)C3CCCC3)c(=O)[nH]c2c1	95	3
COc1cc(C(=O)N2CCN(Cc3ccncc3)CC2)cc(OC)c1OC	nt	-6
COc1ccc(NC(=O)c2c(C)c(-c3ccc(Cl)cc3)nc3ccccc23)c(OC)c1	nt	8
Cc1cc(I)ccc1S(=O)(=O)N1CCN(C)CC1	nt	7

3 of these compounds, reformatted:
CCS(=O)(=O)C(=C(Nc1ccc(OC)cc1)Nc1ccc(OC)cc1)S(=O)(=O)CC
  BAP1 block: nt
  HePTP inh: 4
COc1ccc(CNC(=O)CS(=O)Cc2nc(-c3ccccc3C)oc2C)cc1 (stereo not drawn)
  BAP1 block: 95
  HePTP inh: 3
COc1ccc2cc(CCNC(=O)C3CCCC3)c(=O)[nH]c2c1
  BAP1 block: 95
  HePTP inh: 3

The list goes on.
Molecule	BAP1 block	HePTP inh
O=C1C2ON(c3ccccc3)C(c3ccc([N+](=O)[O-])cc3)C2C(=O)N1Cc1ccccc1 (stereo not drawn)	nt	-10
CN(C)c1ccc(NC(=O)CSc2nc3c(c(=O)[nH]2)CCCC3)cc1	113	-11
CCOC(=O)c1sc(NC(=O)c2ccc(Cc3ccccc3)cc2)nc1C	153	nt
CC(NS(=O)(=O)c1cccc([N+](=O)[O-])c1)C1C2CC3CC(C2)CC1C3 (stereo not drawn)	nt	2
Cc1ccc(-c2cc3nc4c(c(=O)n3[nH]2)CCCC4)cc1	84	0&12
CSc1nnc(-c2ccco2)c(-c2ccco2)n1	87	15
Cc1ccccc1N(Cc1nnc2n1CCCCC2)C(=O)Nc1ccccc1	108	-2
CCOC(=O)c1c(C)n(C)c2ccc(OCC(O)CNC(CC)CO)cc12 (stereo not drawn)	93	5

Molecule	BAP1 block	HePTP inh
O=C(/C=C/c1cc(Br)cs1)Nc1ccccc1	nt	5
Cn1c(=O)c2c(nc(NC(Cc3ccccc3)C(=O)O)n2Cc2ccccc2)n(C)c1=O (stereo not drawn)	107	2
O=C(Nc1ccc(Cl)cc1C(F)(F)F)c1ccc(I)cc1	nt	-2
CSc1nnc(-c2ccc(S(=O)(=O)N3CCOCC3)cc2)n1CC1CCCO1 (stereo not drawn)	91	1
O=C(COc1cccc(Cl)c1)N/N=C/c1c(Br)cc(Br)c(O)c1Br	nt	2
c1ccc(OCCCCn2ccnc2)cc1	nt	-9
COc1cc(-c2nnc(SCC(=O)N3CCCC3)o2)cc(OC)c1OC	100	6
Cc1nn(C)c(C)c1CN(C)C(=O)c1cc2n(n1)C(C(F)(F)F)CC(c1cccs1)N2 (stereo not drawn)	105	8

Molecule	BAP1 block	HePTP inh
COc1cccc(/C=C2\SC(=Nc3cccc(Cl)c3C)NC2=O)c1	nt	-18
COc1ccc(Br)cc1/C=N/NC(=O)c1c[nH]c2ccccc12	nt	-1
Cn1c(=O)c2c(nc(NCCCO)n2CCc2ccccc2)n(C)c1=O	94	-11
Cc1cc(NS(=O)(=O)c2ccc(NC(=O)COc3ccccc3Cl)cc2)no1	83	5
O=C(COc1ccccc1)N/N=C/c1ccccc1Cl	nt	-11
O=C(Cc1ccccc1)Nc1cccc(N2CCCC2)c1	107	5
Cc1ccc2oc(Nc3nc(C)cc(C)n3)nc2c1	98	-2
Cn1cc(Cl)nc1C(O)c1ccccc1 (stereo not drawn)	92	5

Molecule	BAP1 block	HePTP inh
CCC1CCCCN1CCCn1c(=S)[nH]c2ccccc2c1=O (stereo not drawn)	103	0
CCCOc1cccc(C2C3=C(CC(C)(C)CC3=O)Nc3ccccc3N2C(C)=O)c1 (stereo not drawn)	123	nt
CC(=O)Nc1ccc(S(=O)(=O)NCCC(C)C)cc1	nt	3
CN(C)c1ccc(N=Cc2ccco2)cc1	70	8&6
CCC(C(=O)Nc1ccccc1)c1ccccc1 (stereo not drawn)	nt	2
C=CCN(CP(C)(=O)OC(C)C)C(C)=O (stereo not drawn)	nt	-1
Cc1cc(Cn2c(C)nc3ccccc32)c(C)cc1Cn1c(C)nc2ccccc21	nt	-14
CC1=NN(c2ccccc2)C(=O)/C1=C\c1ccccc1Cl	nt	-1

Molecule	BAP1 block	HePTP inh
Cc1cccc(-n2c(C)cc(/C=N/NC(N)=O)c2C)c1	nt	6
CCOc1ccc(C(=O)Nc2c3c(nn2C(C)(C)C)CSC3)cc1OCC	77	-4
COc1ccc(S(=O)(=O)Nc2ccc(S(=O)(=O)N3CCCCC3)cc2)cc1OC	99	3
CCOc1cc(OCC)cc(C(=O)N2CCN(c3ccc([N+](=O)[O-])cc3)CC2)c1	nt	-6
O=C(Nc1cc([N+](=O)[O-])ccc1Cl)c1cc2ccccc2o1	nt	3
CC(=O)Nc1ccc(NC(=O)c2cc(C)nn2-c2ccccc2)cc1	97	-10
COc1ccc(/C=C/C(=O)c2ccc(C)cc2)cc1[N+](=O)[O-]	nt	-3
Cc1c(C#N)c2ccccc2n1CC(=O)NCCc1c[nH]c2ccccc12	86	5

Next section; the last 5 above are carried over.
Molecule	BAP1 block	HePTP inh
CCOc1cc(OCC)cc(C(=O)N2CCN(c3ccc([N+](=O)[O-])cc3)CC2)c1	nt	-6
O=C(Nc1cc([N+](=O)[O-])ccc1Cl)c1cc2ccccc2o1	nt	3
CC(=O)Nc1ccc(NC(=O)c2cc(C)nn2-c2ccccc2)cc1	97	-10
COc1ccc(/C=C/C(=O)c2ccc(C)cc2)cc1[N+](=O)[O-]	nt	-3
Cc1c(C#N)c2ccccc2n1CC(=O)NCCc1c[nH]c2ccccc12	86	5
O=C1Nc2c(S(=O)(=O)Nc3ccccc3)cc(S(=O)(=O)Nc3ccccc3)c3cccc1c23	nt	8
N#Cc1nc(COc2ccc(Br)cc2)oc1N1CCCCCC1	95	2
CC(=O)Oc1ccc2c(oc(=O)c3ccccc32)c1C	nt	2
CC(C)(C)NC(=O)CSc1nnc(NC(=O)CCn2cnc3ccccc3c2=O)s1	102	7
NC(=O)c1ccccc1N=Cc1cc([N+](=O)[O-])ccc1O	nt	-9
N#CC1(c2c(O)nc3n(c2=O)CCCS3)CCCCC1	101	7
CCc1[nH]nc2c1C1(CCN(C(=O)OCc3ccccc3)CC1)C(C#N)=C(N)O2	87	5
COc1cc(CN2CCN(C(=O)c3cccs3)CC2)cc(OC)c1OC	nt	-2

Molecule	BAP1 block	HePTP inh
COc1ccc(Cl)cc1C(=O)Nc1ccc(Cl)c(-c2nc3ncccc3o2)c1	nt	27
CCOc1ccc(NC(=O)c2cc3cc(OC)ccc3oc2=O)cc1	nt	6
O=C(O)c1ccccc1N1C(=O)c2ccc(Oc3cccc([N+](=O)[O-])c3)cc2C1=O	66	nt
O=C1C2C3C=CC(C3)C2C(=O)N1c1ccc(-c2ccnc(-c3ccc(N4C(=O)C5C6C=CC(C6)C5C4=O)cc3)n2)cc1 (stereo not drawn)	nt	-2
O=C1c2cccc([N+](=O)[O-])c2C(=O)N1c1ccc([N+](=O)[O-])cc1	62	nt
CC(C)(C)NC(=O)C(c1ccccc1)N(C(=O)c1csnn1)C1CC1 (stereo not drawn)	87	2
O=C(NCc1ccccn1)c1ccccc1[N+](=O)[O-]	nt	11
CN(C)Cc1c(O)ccc2[nH]cnc12	110	-1&2

Molecule	BAP1 block	HePTP inh
CCN(CC)S(=O)(=O)c1ccc2c(c1)nc(CCC(=O)OCc1c(C)noc1C)n2C	95	-3
CC(C)(C)C(=O)Cn1c(=O)n(CC2CCCO2)c(=O)c2ccccc21 (stereo not drawn)	97	8
CCOc1ccccc1NC(=O)CC1Nc2ccccc2NC1=O (stereo not drawn)	81	nt
O=[N+]([O-])c1ccc(-c2cc(-c3ccc(I)cc3)n[nH]2)cc1	nt	-6

Among those listed so far, eight contain an aryl thioether with sulfur outside any ring.
Molecule	BAP1 block	HePTP inh
CC1=Nc2ccccc2NC(=O)C1Sc1nnc(C)s1 (stereo not drawn)	120	3
CC(C)OC(=O)CSc1nnc(-c2ccc(Cl)cc2)n1N	nt	1
O=C(Nc1ccc2nc(SCc3ccccc3)sc2c1)c1ccccc1C(=O)N1CCOCC1	nt	8
CN(C)c1ccc(NC(=O)CSc2nc3c(c(=O)[nH]2)CCCC3)cc1	113	-11
CSc1nnc(-c2ccco2)c(-c2ccco2)n1	87	15
CSc1nnc(-c2ccc(S(=O)(=O)N3CCOCC3)cc2)n1CC1CCCO1 (stereo not drawn)	91	1
COc1cc(-c2nnc(SCC(=O)N3CCCC3)o2)cc(OC)c1OC	100	6
CC(C)(C)NC(=O)CSc1nnc(NC(=O)CCn2cnc3ccccc3c2=O)s1	102	7
